# LYP inhibition: LYP phosphatase inhibitors, primary screen, biochemical, DiFMUP fluorescence, recombinant catalytic domain, 10 µM (AID 606); recombinant LYP catalytic domain, DiFMUP fluorescence; higher % means a stronger effect; inhibition, % at 10 µM; hits with a dose series show IC50 in µM; 52,000 tested, under 10 active;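 active means IC50 under 40 µM in the dose-response test; inactive means IC50 of 40 µM or more, or never dose-tested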
# TNAP inhibition: inhibition of tissue-nonspecific alkaline phosphatase – biochemical, luminescent (AID 518); purified TNAP enzyme, luminescent substrate readout; higher % means a stronger effect; inhibition, % at 20 µM, or IC50 in µM where a hit was titrated; 64,000 tested, 0.09% active; in the data active means a potency from the dose series; inactive means the rest, 99 in 100 with inhibition below about 22%;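 further: plate controls were vehicle for no effect and reference inhibitor for full effect; many of its hits are not listed in these tables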
# Spn PMK inh: inhibitors of Streptococcus pneumoniae phosphomevalonate kinase; 65,000 tested, 0.49% active; purified PMK, PK/LDH-coupled NADH absorbance 340 nm; inhibition, % at 10 µM;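 active means top-ranked compounds by inhibition in the single 10 µM screen, taking a fixed number of the strongest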;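 further: 0% = full reaction with DMSO carrier and 100% = background rate without enzyme reaction; no value below 0 was filed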
# HPDE-C7 viability: HPDE-C7 pancreatic duct cell viability loss – fluorescence, HTS (AID 430); HPDE-C7 pancreatic duct cells viability, fluorescence; higher % means a stronger effect; one-dose cytotoxicity, % at 10 µM; EC50 in µM for titrated hits; 63,000 tested, 1.8% active;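 further: cells exposed to compound for 48 hours before viability readout; 0% = vehicle and 100% = reference cytotoxic drug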
# HT1080 cytotoxicity: HT1080 cell viability loss – fluorescence readout (AID 620). 87,000 tested, 0.42% active. cytotoxicity, % at 10 µM; hits with a dose series show EC50 in µM. HT1080 viability, fluorescence; higher % means a stronger effect;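 further: cells exposed to compound overnight then 4 h with Alamar Blue; 0% = vehicle DMSO and 100% = killing control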
# Spn MK inh: S. pneumoniae mevalonate kinase inhibition; purified MK, PK/LDH-coupled NADH absorbance 340 nm; inhibition, % at 10 µM; 65,000 tested, 0.48% active;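 active means ranked among the strongest by inhibition in the single 10 µM screen, a fixed top-ranked set picked for dose follow-up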; further: no value below 0 was filed
# Bfl-1 displacement: Bfl-1 inhibitors, primary screen, biochemical, fluorescence polarization, FITC-Bid, mouse (AID 432) | FITC-Bid BH3 peptide fluorescence polarization displacement; higher % means a stronger effect | displacement, % at 20 µM, or IC50 in µM where a hit was titrated | 64,000 tested, 0.02% active; in the data active means a potency from the dose series; inactive means the rest, 99 in 100 with displacement below about 15%; further: strong numbers were not always called active
# KRASV12 cytotoxicity: viability loss of HPDE-C7K cells – cell-based, fluorescence, HTS, primary screen (AID 431). cytotoxicity, % at 10 µM; hits with a dose series show EC50 in µM. HPDE-C7K KRASV12 cells, Alamar Blue viability, 48 h; higher % means a stronger effect. 63,000 tested, 1.7% active;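 active means compounds whose percent cytotoxicity in the single-dose primary screen, scaled between solvent and toxic-drug controls, exceeds 50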;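 further: 0% = DMSO solvent wells and 100% = doxorubicin-treated wells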
# DPM-DC inhibit: blocks S. pneumoniae diphosphomevalonate decarboxylase. purified DPM-DC, PK/LDH coupled NADH fluorescence. calls only at 10 µM. 65,000 tested, 0.49% active;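 active means the 320 compounds with the highest percent inhibition in the single-dose primary screen, excluding strongly autofluorescent ones, cut at about 32% in these data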;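 further: kinetic rate of NADH fluorescence loss reporting ADP formed by the decarboxylase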
# Spn PMK inh pilot replicates: also measured in Spn PMK inh; calls as there; inhibition, %; measured here: pilot screen replicates
# Spn MK inh pilot replicates: recorded beside Spn MK inh, whose call it bears; inhibition, %; measured here: pilot screen replicates
# DPM-DC inhibit pilot screen %: recorded beside DPM-DC inhibit, whose call it bears; inhibition, %; measured here: pilot screen trials
# An asterisk follows results filed as active; i = inactive; . = not tested or not shown. Unless noted, no stated cut-off is given here; in the data, active means cytotoxicity above about 50%; inactive means the rest.
SMILES,LYP inhibition,TNAP inhibition,Spn PMK inh,Spn PMK inh pilot replicates,HPDE-C7 viability,HT1080 cytotoxicity,Spn MK inh,Spn MK inh pilot replicates,Bfl-1 displacement,KRASV12 cytotoxicity,DPM-DC inhibit,DPM-DC inhibit pilot screen %
CCSc1oc(-c2cccs2)nc1S(=O)(=O)c1ccccc1,.,18%,3,0.0,8%,1%,9,0.0,0%,1%,i,2.0
CCCn1c(-c2ccc(OC)cc2)nc2ccccc21,1%,2%,4,.,-4%,-9%,3,.,-9%,2%,i,.
CCCN1C2=NCCN2c2ccccc21,4%,12%,13,.,-18%,1%,.,.,5%,-16%,i,.
CCOC(=O)c1cnc2c(-c3ccccc3)cnn2c1N,.,10%,0,.,1%,-3%,10,.,2%,-3%,i,.
O=c1[nH]cnc2nc3n(c12)CCCCC3,.,12%,8,.,.,-15%,8,.,1%,.,i,.
Cc1ccnc(NC(=O)C23CC4CC(CC(C4)C2)C3)c1,3%,10%,0,.,-17%,-2%,0,.,-1%,-18%,i,.
COc1ccc(C(=O)Nc2cc(OC)ccc2OC)cc1,.,-4%,8,.,-7%,-11%,3,.,2%,1%,i,.
CCOC(=O)c1ccccc1NC(=O)CSc1nc2c(c(=O)n(C)c(=O)n2C)n1C,6%,10%,2,0.0,-16%,1%,7,0.5,-3%,-3%,i,0.0
CC1(C)COCN1S(=O)(=O)c1ccc(C(=O)Nc2nnc(-c3ccc(Cl)s3)o2)cc1,1%,20%,12,0.0,95%*,8%,1,0.0,2%,94%*,i,2.5
O=S(=O)(NC1CCCCC1NCc1ccco1)c1ccccc1 (stereo not given),-4%,14%,11,.,8%,0%,9,.,0%,-1%,i,.
COCCCNC(=O)CN(C1CCCCC1)S(=O)(=O)c1ccc(C)cc1,4%,-6%,30*,.,-16%,2%,2,.,-1%,-30%,i,.
COc1cccc(C(=O)Nc2ccc(-c3nnc(-c4ccco4)o3)cc2)c1,11%,10%,4,.,-3%,-3%,8,.,-6%,-6%,i,.
COc1ccc(C2C(C(=O)NCCN3CCOCC3)c3ccccc3C(=O)N2C2CCCCC2)cc1 (stereo not given),4%,8%,0,1.0,-12%,8%,0,0.0,4%,-2%,i,0.5
Cc1ccc(-c2cc(C(=O)NCc3cccnc3)no2)cc1,12%,2%,6,.,3%,13%,1,.,-4%,2%,i,.
Cn1nnnc1SCC(=O)N1CCc2ccccc2C1,-2%,8%,8,.,-3%,8%,0,.,3%,-12%,i,.
COc1ccc(NC(C)=O)cc1NC(=O)CSc1nnc(-c2ccncc2)n1C,-1%,8%,0,.,-1%,1%,11,.,-4%,9%,i,.
CCOc1cc(-c2noc(-c3ccncc3)n2)cc(Br)c1OC,9%,4%,2,.,1%,-6%,9,.,-6%,0%,i,.
COCCNC(=O)c1cc(-c2ccccc2OC)on1,14%,4%,0,.,28%,6%,1,.,-2%,8%,i,.
Cc1ccc2oc(-c3ccccc3C(=O)O)cc(=O)c2c1,.,14%,5,0.0,11%,2%,7,0.0,-1%,16%,i,0.5
CC(=O)OCCNC(=O)Cn1cnc2c1c(=O)n(C)c(=O)n2C,1%,-3%,10,.,8%,-5%,0,.,-9%,5%,i,.
O=C(Nc1nnc(C2CCCC2)s1)C1CCN(S(=O)(=O)c2ccc(Cl)cc2)CC1,.,8%,14,0.0,-1%,1%,8,0.0,-6%,8%,i,0.0
CCOc1ccccc1C(=O)NCC(=O)OCC(=O)N1C(C)CCCC1C (stereo not given),5%,10%,10,0.0,-1%,-4%,0,0.0,6%,-4%,i,0.0
CC12CCCCC1(O)[N+](=O)C1=C(CCCC1)N2[O-] (stereo not given),.,7%,18,.,.,4%,8,.,-3%,.,i,.
CC(C)NC(=O)CSc1nnc2sc3ccccc3n12,.,10%,10,.,-13%,-4%,4,.,-8%,2%,i,.
CN1CCCN(C(=O)Cc2c(Cl)cccc2Cl)c2nc3ccccc3nc21,.,0%,3,.,7%,7%,11,.,-4%,33%,i,.
COc1ccccc1-n1c(N)c(C(=O)NCC2CCCO2)c2nc3ccccc3nc21 (stereo not given),4%,-2%,15,.,-4%,2%,7,.,-4%,47%,.,.
CC(C)NC(=O)C1CC(=O)N(c2ccc(F)c(Cl)c2)C1 (stereo not given),16%,1%,0,.,-6%,-8%,0,.,-1%,-1%,i,.
O=C1CCCC/C1=C\Nc1ccc(O)cc1,-2%,10%,9,.,20%,7%,10,.,0%,24%,i,.

# Structural class: the entries above with an aryl methoxy group.
SMILES,LYP inhibition,TNAP inhibition,Spn PMK inh,Spn PMK inh pilot replicates,HPDE-C7 viability,HT1080 cytotoxicity,Spn MK inh,Spn MK inh pilot replicates,Bfl-1 displacement,KRASV12 cytotoxicity,DPM-DC inhibit,DPM-DC inhibit pilot screen %
CCCn1c(-c2ccc(OC)cc2)nc2ccccc21,1%,2%,4,.,-4%,-9%,3,.,-9%,2%,i,.
COc1ccc(C(=O)Nc2cc(OC)ccc2OC)cc1,.,-4%,8,.,-7%,-11%,3,.,2%,1%,i,.
COc1cccc(C(=O)Nc2ccc(-c3nnc(-c4ccco4)o3)cc2)c1,11%,10%,4,.,-3%,-3%,8,.,-6%,-6%,i,.
COc1ccc(C2C(C(=O)NCCN3CCOCC3)c3ccccc3C(=O)N2C2CCCCC2)cc1 (stereo not given),4%,8%,0,1.0,-12%,8%,0,0.0,4%,-2%,i,0.5
COc1ccc(NC(C)=O)cc1NC(=O)CSc1nnc(-c2ccncc2)n1C,-1%,8%,0,.,-1%,1%,11,.,-4%,9%,i,.
CCOc1cc(-c2noc(-c3ccncc3)n2)cc(Br)c1OC,9%,4%,2,.,1%,-6%,9,.,-6%,0%,i,.
COCCNC(=O)c1cc(-c2ccccc2OC)on1,14%,4%,0,.,28%,6%,1,.,-2%,8%,i,.
COc1ccccc1-n1c(N)c(C(=O)NCC2CCCO2)c2nc3ccccc3nc21 (stereo not given),4%,-2%,15,.,-4%,2%,7,.,-4%,47%,.,.

# This is a random part of the collection. Share with any hit: about 3.3%.
